mHtt clearance = clearance of mutant huntingtin inclusions, primary screen, imaging, HeLa Exon1htt(103Q)mCFP, confocal imaging | aggregate imaging; zero = plate's median compound well | AID 853, 2007 | inhibition, % at 1.5 µM | 47,000 tested, 0.42% active;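 active = inhibition of aggregate fluorescence above about 70%, also judged a hit by eye on the cell image, limit read from the data, passing the limit was not always enough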;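 note: cells exposed to compound for three days before fixation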
mHtt clearance grain fraction = further read-out of mHtt clearance, marked with its call; fraction fluorescence in grains; measured here: aggregate grain fluorescence fraction; stronger effect = lower value;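 scaled fraction of total cell fluorescence in grains with unit not stated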
Active calls of the source: *.

SMILES	mHtt clearance	mHtt clearance grain fraction
CCOC(=O)CSc1nnc(CNC(=O)c2ccc(S(=O)(=O)N3CCCC3)cc2)n1C	45.8	10.9
C=CCOc1nc2c(c(=O)n(Cc3ccc(Cl)c(Cl)c3)c(=O)n2C)n1C	33.0	11.9
COc1ccc(C(c2nnnn2C2CCCCC2)N2CCN(c3ccc(OC)cc3)CC2)cc1 (centres undefined)	-17.4	40.1
O=C(COc1ccc(Cl)cc1)NCc1nnc(SCC(=O)NCc2ccc3c(c2)OCO3)o1	-2.9	45.2
Cc1cccc2cc(CN(CCc3ccccc3)C(=O)N3CCOCC3)c3nnnn3c12	22.8	26.3
CC(C)CSc1nc2c(=O)[nH][nH]c(=O)c2n1Cc1ccccc1	6.8	16.6
COc1ccc(Cn2nc(C)cc2C)cc1OC	-11.3	37.9
COc1cc(NC(=O)c2cc(-c3ccco3)on2)c(OC)cc1Cl	15.0	34.5
O=C(c1ccc(-n2cccc2)cc1)N1CCOCC1	-44.7	45.9
COc1ccccc1N1CCN(C(=O)CCc2ccc(S(=O)(=O)NCC(C)C)cc2)CC1	-42.0	25.3
Cc1cc(N2CCCCCC2)nc(-c2ccccc2O)n1	-49.1	31.2
O=C(CCn1nc(-c2ccccc2)ccc1=O)N1CCOCC1	-6.6	39.5
COc1ccccc1N=C1SC(C(=O)Nc2ccc(F)cc2)CC(=O)N1C (centres undefined)	42.6	10.2
COc1ccccc1NC(=O)CSc1nnc(CC(=O)Nc2cccc(C(F)(F)F)c2)n1C	-23.3	46.6
Nn1c(SCC(=O)Nc2ccc3c(c2)OCO3)nnc1C1CCCCC1	39.9	11.9
CC(C)COc1ccc(C(=O)OCCN2CCOCC2)cc1	-37.5	26.6
Cc1cc(C)n2nc(SCC(=O)Nc3ccc(F)cc3)nc2n1	-15.9	54.5
Cn1c(=O)c2c(-c3ccccc3)n(N3CCOCC3)cc2n(C)c1=O	-17.9	43.4
C=CCN1C(=O)CN=C1Nc1ccccc1	-20.6	47.9
O=C(OC1CCN(c2ccc([N+](=O)[O-])cc2)CC1)c1ccccc1	-35.1	28.1
COc1cccc(-c2n[nH]c(=S)n2Cc2ccco2)c1OC	40.7	12.2
CCCCCC1CC(CC(C)C(=O)Nc2nncs2)C(=O)O1 (centres undefined)	29.8	12.9
CCCCN(CCCC)c1cn[nH]c(=O)c1Cl	-60.5	28.6
Cc1ccc(NC(=O)/C(=C\c2ccc([N+](=O)[O-])cc2)NC(=O)c2ccccc2)cc1	-8.7	40.9
Cc1c(Nc2c3c(c(C#N)c4nc5ccccc5n24)CCC3)c(=O)n(-c2ccccc2)n1C	23.4	34.2
O=C(NCc1ccccc1)c1cc(S(=O)(=O)N2CCC3(CC2)OCCO3)ccc1F	0.2	34.5
O=C1c2cccnc2C(O)N1Cc1ccco1 (centres undefined)	3.2	30.6
CCN(CC)CCN1C(=O)C(=O)/C(=C(/O)c2c(C)[nH]c(C(=O)OC)c2C)C1c1ccccc1OC (centres undefined)	51.1	9.57
N#Cc1cn(Cc2cccc(Cl)c2)c2ccccc12	51.4	18.2
CCOC(=O)C1=C(C)N=C2SCCC(=O)N2C1c1cc(Br)ccc1OC (centres undefined)	-7.9	20.6
O=C(Nc1ccccc1)Nc1ccc(S(=O)(=O)N2CCCCC2)cc1	-6.9	19.8
C/C(CC(=O)Nc1ccc(N(C)C)cc1)=N\NC(=O)c1ccccn1	-0.9	41.1
O=C(Nc1ccc(S(=O)(=O)N2CCCCCC2)cc1)C1CCCO1 (centres undefined)	13.4	16.1
O=C(Nc1cccc(F)c1)NC1CC2CCCC(C1)N2C1CC1 (centres undefined)	46.1	11
Cc1cc2n(c1)CCn1c(C)ccc1-2	-6.7	36.5
CC(=O)C1C(c2cccc(Oc3ccccc3)c2)NC(=O)NC1(O)C(F)(F)F (centres undefined)	-11.4	40

Retrieved one by one from the entries so far:
SMILES	mHtt clearance	mHtt clearance grain fraction
O=C(CCn1nc(-c2ccccc2)ccc1=O)N1CCOCC1	-6.6	39.5
N#Cc1cn(Cc2cccc(Cl)c2)c2ccccc12	51.4	18.2

Following part:
SMILES	mHtt clearance	mHtt clearance grain fraction
Cc1nnc(SCC(=O)Nc2ccc(Cl)cn2)[nH]c1=O	-41.1	26.4
Cc1nc(C(C)(C)O)n(-c2ccccc2)n1	-12.0	33.7
CCC1CCCCN1C(=O)C1CC(c2cc(Cl)c(OC)cc2OC)=NO1 (centres undefined)	-36.0	25.8
Cc1ccccc1Cn1ccc(NC(=O)CCSc2nc(-c3ccco3)cc(C(F)(F)F)n2)n1	-15.9	24.9
NC(=O)C1CCN(C(=O)CSc2ccccn2)CC1	1.7	18.4
CCOc1ccccc1NC(=O)c1cccc2c1C(=O)N(CCOC)C2	-44.6	59.2
C=CCNc1nc(-c2sc(NC(C)=O)nc2C)cs1	6.0	35.7
COCCn1c(SCc2nc3ccccc3c(=O)[nH]2)nnc1-c1ccncc1	0.5	39.3
CC12CNCC(C)(CN(C(c3ccccc3)c3ccccc3)C1)C2	25.6	13.1
CC1(C)CC(=O)C(C=NC(CCC(N)=O)C(=O)O)=C(O)C1 (centres undefined)	10.4	16.6
CN1/C(=C\C=C2\N=C(c3ccc(F)cc3)OC2=O)C(C)(C)c2ccccc21	-7.1	40.5
Cc1ccc(NCc2nnc(SCC(=O)NCc3ccco3)n2CC2CCCO2)c(C)c1 (centres undefined)	-19.2	41.1
C=CCn1c(SCC(=O)NC2CCCCC2)nnc1-c1sc(N)nc1C	1.9	19
N#CC1=C(N)Oc2cc(N)ccc2C1C1CCCCC1 (centres undefined)	27.0	13
CC(C)(O)/C=C1/Oc2ccccc2C1N1CCCCC1 (centres undefined)	26.2	22.2
Cc1ccc(Cl)c(OCC(=O)Nc2ccc3c(c2)OCCO3)c1	-2.7	20
Cc1nc2scc(-c3cccs3)c2c(=O)o1	-8.9	40.1
COc1ccc(CNC(=O)NC2CCCCC2)cc1	-23.8	23.9
CCOc1ccc(C(=O)NCC(=O)OC(C)C(=O)NCc2ccco2)cc1OCC (centres undefined)	-19.3	41.1
CCc1ccc(C(=O)COC(=O)c2cccs2)cc1	-14.8	26.8
CCCCN(C)C(=O)CCCc1c[nH]c2ccccc12	19.2	15
Cn1nnc2cc(C(=O)NCCC3=CCCCC3)ccc21	-46.2	26.8
CCCNC(=O)c1c[nH]c2ccc(S(=O)(=O)N(C)c3ccc(OCC)cc3)cc2c1=O	-24.5	42.4
CCCN(CCC)CCCNC(=O)CC1Nc2ccccc2NC1=O (centres undefined)	61.2	14.5
CC(C)CC(=O)Nc1nnn(C)n1	-36.2	54.9
COc1ccccc1N/C(N)=N/c1nc(CSc2ccc(C)cc2)cc(=O)[nH]1	0.0	21.4
O=C(NCCS(=O)CCNC(=O)C(F)(F)F)C(F)(F)F	11.3	39
Cc1nc2nc(C)c(CCC(=O)N3CCN(c4ccccn4)CC3)c(C)n2n1	30.0	12.7
COc1cc(OC)cc(C(=O)Nn2cc(C(=O)N3CCN(C)CC3)c3ccccc3c2=O)c1	3.0	36
Cc1cc(C(=O)NCc2cccs2)n(-c2ccccc2)n1	11.9	43.8
COC(=O)Cn1cnc2c1c(=O)n(C)c(=O)n2C	13.2	16.9
C=CCOc1c(Cl)cc(CNc2ccc(N(C)C)cc2)cc1OC	-20.5	37.1
CCN(CC)C(=O)CN(c1ccc(F)c(Cl)c1)S(C)(=O)=O	-57.0	29.5
CCOc1ccc2[nH]c(=O)c(CN(CCN3CCOCC3)Cc3nnnn3C(C)(C)CC)cc2c1	9.1	31.3
COc1cc(CNC2CCCCCC2)cc(OC)c1O	-82.7	37
Cc1nc2cc(-c3ccccc3)nn2c(C)c1CCC(=O)NCc1ccco1	55.9	18.1

Full records, looked up by structure. Order of values: mHtt clearance	mHtt clearance grain fraction
COc1ccccc1NC(=O)CSc1nnc(CC(=O)Nc2cccc(C(F)(F)F)c2)n1C is listed with -23.3	46.6
CCCCCC1CC(CC(C)C(=O)Nc2nncs2)C(=O)O1 (centres undefined) is listed with 29.8	12.9
CCCN(CCC)CCCNC(=O)CC1Nc2ccccc2NC1=O (centres undefined) is listed with 61.2	14.5
O=C1c2cccnc2C(O)N1Cc1ccco1 (centres undefined) is listed with 3.2	30.6

(next part)
SMILES	mHtt clearance	mHtt clearance grain fraction
O=C(COC(=O)CCC(=O)c1cccs1)NCc1ccco1	-31.0	25.1
CCN(CC)c1cc(Oc2ccccc2)ncn1	48.4	9.65
O=C(NC1CCCCC1)C1c2ccccc2C(=O)N1Cc1ccco1 (centres undefined)	-7.5	39.5
COc1ccc(N(CC(=O)Nc2cccc(SC)c2)S(C)(=O)=O)cc1Cl	-38.8	50.4
C#CCSc1nccc(-c2nn(-c3ccc(C)cc3)ccc2=O)n1	-20.3	38.2
COC(=O)c1ccc(CSc2nc3c(c(=O)n2-c2ccc(F)cc2)SCC3)o1	11.1	15.1
Cc1cn2c(nc1=O)OC1C(O)C(COC(=O)c3ccccc3)OC12 (centres undefined)	-29.4	56.1
CC(N=c1ccccn1C(=O)Nc1ccc(Cl)cc1)c1ccco1 (centres undefined)	16.0	30.9
Cc1ccccc1CSc1nnc(C)n1N	-35.3	21.8
CCN1CCN(Cc2ccc(NC(=O)Nc3ccc(SC)cc3)cc2)CC1	26.0	13.9
CCOc1cc(C)c(Cl)cc1S(=O)(=O)N(CC)CC	0.0	46.3
COc1ccc(CCNc2nc(N3CCOCC3)nc(N3CCOCC3)n2)cc1OC	37.3	11.2

4 entries from above, as labelled records.
CCCNC(=O)c1c[nH]c2ccc(S(=O)(=O)N(C)c3ccc(OCC)cc3)cc2c1=O
  mHtt clearance: -24.5	mHtt clearance grain fraction: 42.4

Nn1c(SCC(=O)Nc2ccc3c(c2)OCO3)nnc1C1CCCCC1
  mHtt clearance: 39.9	mHtt clearance grain fraction: 11.9

COC(=O)c1ccc(CSc2nc3c(c(=O)n2-c2ccc(F)cc2)SCC3)o1
  mHtt clearance: 11.1	mHtt clearance grain fraction: 15.1

COc1ccccc1N/C(N)=N/c1nc(CSc2ccc(C)cc2)cc(=O)[nH]1
  mHtt clearance: 0.0	mHtt clearance grain fraction: 21.4

Next section:
SMILES	mHtt clearance	mHtt clearance grain fraction
CCOC(=O)c1ccccc1NC(=O)CSc1nnc(Cc2cccn2C)n1-c1ccc(C)cc1	3.1	41.5
CC(CC1C(C#N)=C(N)OC2=C1C(=O)CCC2)c1ccccc1 (centres undefined)	-48.8	53
CCCCNC(=O)c1ccc2c(c1)N(CC)C(=O)CS2	16.6	28.9
CCOc1ccc(C(=O)N2CCCC2C(=O)O)cc1 (centres undefined)	29.0	14.7
COc1ccccc1OCC(=O)NCCNC(=O)COc1ccccc1OC	-28.2	47.1
COc1ccc(C(=O)CN(C(=O)c2ccc(Cl)cc2)N2C(=O)C3CCCCC3C2=O)cc1 (centres undefined)	18.8	30.7
S=C(c1ccc(N2CCCC2)cc1)N1CCCCC1	-36.4	28
O=C1CN(C(=O)COC(=O)c2ccccc2NC(=O)c2ccco2)c2ccccc2N1	0.1	18.6
Cc1ccc(C(C)C)c(OCCCN2CC(C)OC(C)C2)c1 (centres undefined)	-11.4	18.8
C=CCc1cccc(C2Nc3ccccc3C(=O)N2O)c1O (centres undefined)	-16.8	42.4
O=C(Cc1ccccc1)NCCc1cn2ccsc2n1	-129.5	77
O=c1cc(N2CCc3ccccc32)[nH]c(=O)n1Cc1ccc(F)cc1	-192.4	56.7
O=C(Nc1cc(C(F)(F)F)ccc1N1CCOCC1)c1ccccc1F	-46.6	58.9
Cc1ccc2nc(-c3cc(N)cc(N)c3)oc2c1	32.0	27.3
CCCn1nnc(NC(=O)COc2ccc(C3CCCCC3)cc2)n1	18.6	15.3
CNC(=O)CCCCCNS(=O)(=O)c1ccc(C)cc1	-55.9	29.9
COc1ccc(S(=O)(=O)Nc2cc(C)cc(C)n2)c2ccccc12	86.5*	2.68*
CNC(=S)N1N=C(c2ccccc2)CC1c1ccc(Br)cc1 (centres undefined)	0.0	42.1
Cc1ccc(Nc2cc(C)nc3nnnn23)cc1	17.1	16.9
COc1ccc(-c2nnc(SCc3ncc(-c4ccccc4)o3)o2)cc1	17.4	29
CN1CCN(c2ccccc2NC(=O)c2ccc(-c3ccccc3)cc2)CC1	30.0	14.1
CN1CCN(C(=O)c2cc(-c3ccco3)on2)CC1	-2.5	19.1
CCCC(=O)c1cc2ccccc2oc1=O	4.2	29.4
CCN(CC)CCn1c(=N)n(CCOc2ccccc2)c2ccccc21	-53.4	36.2
CO/N=C(/CS(=O)(=O)c1ccc(Br)cc1)c1ccc(OC)cc1	-51.7	30
COc1cc(/C=c2\sc3nc(-c4ccncc4)nn3c2=O)ccc1OC(C)=O	22.8	32.5
O=C1C=C(NCc2ccccc2)C2(CCCCC2)O1	-21.0	43.7
Cc1onc(-c2ccccc2)c1C(=O)Oc1cccnc1	-35.3	22.8
O=C(NCc1ccco1)c1cc2ccccc2o1	-11.1	39.2
CC(=O)c1cnc2nc(C(F)(F)F)nn2c1C	-60.5	31.6
O=C(CNC(=O)c1ccco1)NCC(=O)OCc1cccc(Cl)c1	-4.7	41.4
CCOC(=O)N1CCN(C(=O)CSc2nnc(-c3ccc(C)c(C)c3)o2)CC1	-27.3	57.4
CCOc1ccccc1C(=O)Nc1ccc(S(=O)(=O)N2CCOCC2)cc1	19.3	32.7
CCCCCn1c(=O)[nH]c2cc(C(=O)NCCCN(CC)CC)ccc2c1=O	16.1	28.4
O=C(COC(=O)CCN1C(=O)c2ccccc2C1=O)Nc1ccc(S(=O)(=O)N2CCCC2)cc1	-9.6	41
CCOc1ccc(C(=S)NC2CCCCC2)cc1	-20.7	37.1
CCn1c(=O)cc(O)c2ccccc21	-24.6	42.4
CN(C(=O)CSc1nnc(-c2ccncc2)n1C)C1CCS(=O)(=O)C1 (centres undefined)	12.5	15.6
COc1ccc2c3c(cccc13)NN=C2C	-15.8	44
CCOC(=O)CSC1=C(C#N)C(c2ccc(C)s2)CC(=O)N1 (centres undefined)	-3.5	44.9

3 entries already listed, ordered by heavy-atom count, smallest number first.
SMILES	mHtt clearance	mHtt clearance grain fraction
C=CCN1C(=O)CN=C1Nc1ccccc1	-20.6	47.9
CCOc1ccc(C(=S)NC2CCCCC2)cc1	-20.7	37.1
CC(C)(O)/C=C1/Oc2ccccc2C1N1CCCCC1 (centres undefined)	26.2	22.2

These rows are one share of the data (hit frequency here may not be typical).
